IDE exosite inh: displaces the probe from the exo-site of human IDE | purified IDE, FL-6b probe fluorescence polarization; stronger effect = lower value | hit rate 6.3% among 17,000 | P14735 | z-score at 20 µM;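 active = z-score of -3 or lower, meaning strong loss of probe binding signal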;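 also: His-tagged human IDE residues 42-1019 made in E. coli with 30 nM FL-6b probe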
Target sequence (P14735 42-1019 limits assumed): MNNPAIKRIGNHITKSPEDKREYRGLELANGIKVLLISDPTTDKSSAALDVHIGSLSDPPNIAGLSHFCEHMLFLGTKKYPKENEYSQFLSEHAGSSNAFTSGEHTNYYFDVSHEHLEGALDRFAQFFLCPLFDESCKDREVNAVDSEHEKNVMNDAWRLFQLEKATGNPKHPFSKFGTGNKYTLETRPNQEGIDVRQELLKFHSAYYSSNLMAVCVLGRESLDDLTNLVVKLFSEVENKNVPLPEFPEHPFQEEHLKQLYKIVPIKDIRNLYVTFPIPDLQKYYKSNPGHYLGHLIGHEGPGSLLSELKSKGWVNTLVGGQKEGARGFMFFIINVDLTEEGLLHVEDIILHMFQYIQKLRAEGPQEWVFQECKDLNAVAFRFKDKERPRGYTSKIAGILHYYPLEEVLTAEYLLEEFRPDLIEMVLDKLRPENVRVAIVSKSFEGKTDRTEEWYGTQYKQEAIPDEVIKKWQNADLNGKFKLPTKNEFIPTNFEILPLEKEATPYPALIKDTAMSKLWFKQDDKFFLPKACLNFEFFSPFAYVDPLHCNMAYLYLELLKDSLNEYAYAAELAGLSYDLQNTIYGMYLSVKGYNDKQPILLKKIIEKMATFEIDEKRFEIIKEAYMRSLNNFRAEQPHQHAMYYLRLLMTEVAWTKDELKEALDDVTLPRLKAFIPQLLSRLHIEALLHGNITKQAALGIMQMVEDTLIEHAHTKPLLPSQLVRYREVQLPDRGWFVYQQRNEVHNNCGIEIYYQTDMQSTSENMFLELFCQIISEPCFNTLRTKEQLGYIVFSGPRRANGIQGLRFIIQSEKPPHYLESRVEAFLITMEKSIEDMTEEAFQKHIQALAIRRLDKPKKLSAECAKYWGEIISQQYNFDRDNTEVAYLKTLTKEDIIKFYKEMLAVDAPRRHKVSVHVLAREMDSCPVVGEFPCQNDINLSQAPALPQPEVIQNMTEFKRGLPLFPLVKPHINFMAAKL
* = called active by the depositor; & = joins results of further samples. Not all compounds are listed; rates above refer to the full screens.

SMILES | IDE exosite inh
CS(=O)(=O)N1CCCCN2[C@@H](CO)[C@H](c3ccc(C#Cc4ccccn4)cc3)[C@@H]2C1 | -3.9*
C[C@@H]1CCCCO[C@@H](CN(C)Cc2ccc(C(=O)O)cc2)[C@H](C)CN([C@@H](C)CO)C(=O)c2cc(N(C)C)ccc2O1 | 0.578
O=C(NCC[C@H]1CC[C@H](NC(=O)c2ccncc2)[C@@H](CO)O1)Nc1ccc(Cl)cc1 | 0.516
O=C(Nc1cc(F)ccc1F)N1CC(=O)N2[C@H](CO)[C@@H](c3ccc(-c4ccccc4)cc3)[C@@H]2C1 | -2.35
CCCNC(=O)N(C)C[C@@H]1Oc2ncc(C#CC3CCCCC3)cc2C(=O)N([C@H](C)CO)C[C@H]1C | -0.153
O=C(Nc1ccc(F)cc1)N1CCCCN2[C@H](C1)[C@@H](c1ccc(C#Cc3ccccc3)cc1)[C@@H]2CO | -0.595
C/C=C/c1ccccc1[C@@H]1[C@@H](C#N)N(C(=O)NC2CCCCC2)[C@H]1CO | -1.96
CC(=O)N1[C@H](CO)[C@@H](c2ccc(-c3ccccc3F)cc2)C12CN(CC1CCOCC1)C2 | -1.24
CCCNC(=O)N1[C@H](CO)[C@@H](c2ccccc2-c2cccc(C)c2)[C@@H]1C#N | -0.82
CCCNC(=O)N1[C@@H](C#N)[C@H](c2ccc(C#Cc3ccc(F)cc3)cc2)[C@@H]1CO | 2.9
C[C@H]1CC=CC[C@H](c2ccc(F)cc2)NC(=O)[C@H](Cc2ccccc2)N(C)C(=O)c2ccccc2O1 (mixture of isomers) | 0.329
COc1ccc(-c2ccc([C@H]3[C@@H](CO)N4C(=O)CNC[C@@H]34)cc2)cc1 | 2.59
CC(C)NC(=O)NCC[C@H]1CC[C@H](NS(=O)(=O)c2ccc(Oc3ccccc3)cc2)[C@H](CO)O1 | 0.852
CN(C)CC#Cc1ccc([C@@H]2[C@H]3CN(C(=O)Nc4cc(F)ccc4F)CCCCN3[C@H]2CO)cc1 | 1.08
COCC#Cc1ccc([C@H]2[C@@H](CO)N3CCCCN(Cc4cncnc4)C[C@@H]23)cc1 | 1.69
CC(C)(O)C#Cc1cccc(-c2nc(C(=O)N[C@@H]3CCN(Cc4ccccc4)C3)cc3c2[C@@H](CCO)N(S(=O)C(C)(C)C)C3)c1 (some centres not stated) | 0.486
COC(=O)[C@H]1[C@H](CO)[C@H]2Cn3c(ccc(C4=CCCCC4)c3=O)[C@H]2N1C(=O)c1ccccc1F | -0.752
COCC#Cc1ccc([C@@H]2[C@H](CO)N3C(=O)CN(C(=O)c4cccnc4)C[C@@H]23)cc1 | 2.03
CC(C)C#Cc1ccc([C@H]2[C@@H](CO)N(C(=O)C3CC3)[C@H]2C#N)cc1 | -0.0433
O=C(NC[C@@H]1[C@@H](c2ccccc2)[C@@H](CO)N1C(=O)Cc1cccnc1)C1CC1 | 1.18
COc1cccc(CNC(=O)C[C@@H]2CC[C@@H]3[C@H](COc4ccc(NC(=O)c5cccs5)cc4C(=O)N3C)O2)c1 | -0.68
O=C(Nc1cccc(F)c1)N1CCCCN2[C@H](CO)[C@@H](c3ccc(C#CC4CC4)cc3)[C@H]2C1 | 1.37
O=C(Nc1ccccc1F)N1CC(=O)N2[C@@H](CO)[C@@H](c3ccc(C#Cc4ccccc4)cc3)[C@@H]2C1 | -5.84*
Cc1noc(C)c1S(=O)(=O)N(C)C[C@H]1OCc2ccccc2-c2c(n(C)c3ccccc23)C(=O)N([C@H](C)CO)C[C@@H]1C | -0.0961
COc1ccccc1S(=O)(=O)N1C[C@@H]2N[C@H](C1)C2c1ccc(-c2cccc(F)c2)cc1 (some centres not stated) | 4.17&-0.338
CCC(=O)N1CC(=O)N2[C@H](C1)[C@@H](c1ccc(-c3cccnc3)cc1)[C@@H]2CO | 1.67
CCS(=O)(=O)N1CC(=O)N2[C@@H](CO)[C@H](c3ccc(C#CCC4CCCC4)cc3)[C@@H]2C1 | 0.463
O=C(c1ccccn1)N1CC(=O)N2[C@H](CO)[C@H](c3ccc(C#CC4CCCC4)cc3)[C@@H]2C1 | 1.55
CC(=O)N1[C@H](CO)[C@H](c2ccc(-c3cccnc3)cc2)[C@H]1CNC(=O)C1CCC1 | 3.52
COCCN(C[C@H]1N[C@H](CO)[C@@H]1c1ccc(-c2cccc(F)c2)cc1)C(C)=O | -0.131

Continued, overlapping the part above by 2 compounds.
SMILES | IDE exosite inh
CC(=O)N1[C@H](CO)[C@H](c2ccc(-c3cccnc3)cc2)[C@H]1CNC(=O)C1CCC1 | 3.52
COCCN(C[C@H]1N[C@H](CO)[C@@H]1c1ccc(-c2cccc(F)c2)cc1)C(C)=O | -0.131
COc1ccccc1-c1ccccc1[C@@H]1[C@@H](CO)N(C(=O)C2CCOCC2)[C@H]1C#N | -0.763
O=C(CC1CC1)N1CC(=O)N2[C@H](C1)[C@H](c1ccc(C#Cc3ccccc3)cc1)[C@@H]2CO | -15.9*
N#C[C@@H]1[C@@H](c2ccc(-c3ccccc3F)cc2)[C@H](CO)N1C(=O)C1CCOCC1 | 1.12
C[C@H](CO)N1C[C@H](C)[C@@H](CN(C)C(=O)Nc2cccc(Oc3ccccn3)c2)OCc2cnnn2CCCC1=O | -0.269
CNC[C@H]1OCCCC[C@@H](C)Oc2ccc(N)cc2C(=O)N([C@@H](C)CO)C[C@H]1C | 1.75
CCCNC(=O)Nc1ccc2c(c1)OC[C@@H](C)N(C(=O)C1CCOCC1)C[C@H](C)[C@H](OC)CN(C)C2=O | 0.208
C[C@H](NC(=O)C[C@H]1CC[C@@H]2[C@H](COC[C@H](O)CN2Cc2ccc(C(F)(F)F)cc2)O1)c1ccccc1 | -1.27
CC(C)NC(=O)N1CC(=O)N2[C@@H](CO)[C@H](c3ccc(/C=C/c4ccccc4)cc3)[C@@H]2C1 | -3.36*
C[C@@H]1CN([C@H](C)CO)C(=O)c2ccccc2-c2ccccc2CO[C@H]1CN(C)C(=O)Nc1cccc(Cl)c1Cl | -0.567
C[C@H](CO)N1C[C@H](C)[C@H](CN(C)C(=O)[C@H](Cc2ccccc2)N(C)C)OCc2ccccc2-c2ccccc2C1=O | 0.0215
COCC(=O)N1CC(=O)N2[C@H](CO)[C@@H](c3ccc(-c4ccccc4F)cc3)[C@H]2C1 | -0.201
COCC#Cc1ccc([C@@H]2[C@@H](CO)N3CCCCN(C(=O)CN(C)C)C[C@@H]23)cc1 | 2.34
C/C=C/c1ccc([C@H]2[C@@H](CO)N(S(C)(=O)=O)[C@@H]2CN(C(C)=O)C(C)C)cc1 | 0.682
COc1ccc2c3c(n(C)c2c1)[C@@H](CO)N(C(=O)c1ccncc1)CC31CN(C(C)=O)C1 | 0.458
CC(C)C#Cc1ccc([C@@H]2[C@H]3CN(C(=O)Cc4cccnc4)CC(=O)N3[C@H]2CO)cc1 | -1.28
CC(C)[C@H]1COCn2nncc2CC[C@H](C)C(=O)N1 | -1.69
CN1C(=O)c2cc(NC(=O)c3ccc(F)c(F)c3)ccc2OC[C@H]2O[C@H](CC(=O)N3CCCCC3)CC[C@@H]21 | -0.858
COCC(=O)Nc1ccc2c(c1)[C@@H]1C[C@H](CC(=O)N[C@@H](C)c3ccccc3)O[C@H](CO)[C@@H]1O2 | -0.362
COc1cccc(C#Cc2ccc3c(c2)O[C@@H](CN(C)C(=O)CN2CCOCC2)[C@H](C)CN([C@@H](C)CO)S3(=O)=O)c1 | -1.05
O=C(NC1CCCCC1)N1CC(=O)N2[C@@H](CO)[C@H](c3ccc(-c4cccc(F)c4)cc3)[C@@H]2C1 | -1.22
CCCNC(=O)N1CCC2(CC1)CN(C(=O)COC)[C@@H](CO)c1[nH]c3cc(OC)ccc3c12 | 0.354
COCC(=O)N1C[C@@H](C)[C@@H](OC)CN(C)C(=O)c2ccc(NC(=O)Nc3cccc(F)c3)cc2OC[C@H]1C | 1.06
O=C(Nc1ccc(F)cc1)N1CCCCN2[C@H](C1)[C@@H](c1ccc(-c3cccc(F)c3)cc1)[C@@H]2CO | 5.24
COCc1cn(CC[C@H]2CC[C@H](NC(=O)Nc3c(C)noc3C)[C@H](CO)O2)nn1 | 1.32
O=C(Nc1ccccc1)N1CC(=O)N2[C@H](CO)[C@@H](c3ccc(-c4ccc(F)cc4)cc3)[C@@H]2C1 | 2.14
CCN(C[C@H]1N[C@@H](CO)[C@@H]1c1ccc(C2=CCCC2)cc1)C(=O)c1cccnc1 | 1.22
C/C=C/c1ccc([C@@H]2[C@@H](CO)N3C(=O)CN(Cc4ccc(F)cc4)C[C@@H]23)cc1 | -0.608
O=S(=O)(c1cccs1)N1CCCCN2[C@H](CO)[C@H](c3ccc(-c4ccccc4)cc3)[C@@H]2C1 | 3.12
CCN(C[C@H]1[C@H](c2ccccc2)[C@H](CO)N1C(=O)COC)S(C)(=O)=O | -2.39
CC(=O)N(C)C[C@H]1[C@H](c2ccc(C3=CCCCC3)cc2)[C@H](CO)N1CC1CC1 | 4
COc1cccc(-c2cn(CC[C@@H]3CC[C@H](NS(=O)(=O)c4ccccc4Cl)[C@H](CO)O3)nn2)c1 | -0.106
CNC(=O)C[C@H]1CC[C@@H]2[C@H](COC[C@@H](O)CN2Cc2ccccc2F)O1 | -0.0324
C/C=C/c1ccc([C@@H]2[C@@H](CO)N3C(=O)CN(C(=O)Nc4ccccc4F)C[C@@H]23)cc1 | 2.14
O=C(Nc1cccc(F)c1)N1CC(=O)N2[C@H](C1)[C@@H](c1ccc(-c3cccc(F)c3)cc1)[C@@H]2CO | -1.32
CC(=O)N1[C@H](CN(C)C(=O)CN2CCOCC2)[C@@H](c2ccccc2)[C@@H]1CO | 1.1
COc1ccc(S(=O)(=O)Nc2ccc3c(c2)C(=O)N([C@@H](C)CO)C[C@@H](C)[C@H](CN(C)Cc2ccc(C(F)(F)F)cc2)OCCCC[C@H](C)O3)cc1 | -0.734
CC(C)N(C[C@H]1N[C@H](CO)[C@@H]1c1ccc(C2=CCCCC2)cc1)C(=O)CN(C)C | 2.26
O=C(O)C[C@@H]1C=C[C@@H](NC(=O)Nc2cc(F)ccc2F)[C@@H](CO)O1 | 0.321
C[C@H](CO)N1C[C@H](C)[C@H](CN(C)S(=O)(=O)c2cn(C)cn2)Oc2ncc(C3=CCCCC3)cc2C1=O | 0.581
O=C(C[C@H]1CC[C@H]2[C@@H](COC[C@@H](O)CN2C(=O)c2ccncc2)O1)Nc1ccc(-c2ccccc2)cc1 | -1.48
O=C(NC1CCCC1)[C@H]1[C@H](CO)[C@H]2Cn3c(ccc(C4=CCCCC4)c3=O)[C@@H]1N2CC1CC1 | -0.417
CC(C)C#Cc1ccc([C@@H]2[C@@H](CO)N3CCCCN(S(=O)(=O)Cc4ccccc4)C[C@@H]23)cc1 | 4.99
CCCC#Cc1ccc([C@@H]2[C@@H](CO)N3C(=O)CN(C(=O)Cc4cccnc4)C[C@H]23)cc1 | 2.29
CC(C)CC#Cc1ccc([C@@H]2[C@@H](CO)N3C(=O)CN(C(=O)c4ccc5c(c4)OCO5)C[C@H]23)cc1 | 1.45
CO[C@@H]1CN(C)C(=O)c2ccc(NC(=O)c3cccc(F)c3)cc2OC[C@@H](C)NC[C@H]1C | 2.25
Cc1ccccc1S(=O)(=O)N1CC(=O)N2[C@H](CO)[C@H](c3ccc(C#Cc4ccccc4)cc3)[C@@H]2C1 | 0.961
CC(C)C#Cc1ccc([C@H]2[C@@H](C#N)N(C(=O)c3ccccn3)[C@@H]2CO)cc1 | 2.87
C[C@H](NC(=O)C[C@@H]1CC[C@@H]2[C@H](COC[C@@H](O)CN2C(=O)Nc2cccc(Cl)c2)O1)c1ccccc1 | 0.435
CN1C(=O)c2cc(NC(=O)c3ccc4c(c3)OCO4)ccc2OC[C@@H]2O[C@@H](CC(=O)O)CC[C@H]21 | -1.1
COCC(=O)N1[C@H](CO)[C@H](c2ccc(C3=CCCCC3)cc2)[C@@H]1C#N | 0.217
(cont.)
SMILES | IDE exosite inh
COc1ccc(-c2ccc([C@@H]3[C@H](CO)N4CCCCN(C(=O)c5ccc(F)cc5)C[C@@H]34)cc2)cc1 | 0.564
COc1ccccc1C#Cc1ccc([C@H]2[C@@H](CO)N(C(=O)C3CCCCC3)[C@H]2C#N)cc1 | -5.06*
COc1cccc(S(=O)(=O)N2C[C@@H](O)COC[C@H]3O[C@@H](CC(=O)NCCCN4CCOCC4)CC[C@@H]32)c1 | 0.409
C[C@H]1CC(=O)N[C@@H](c2ccccc2)C/C=C\C[C@H](c2ccccc2)NC1=O | -0.412
COc1cccc(S(=O)(=O)N2CCCCN3[C@@H](CO)[C@@H](c4ccc(-c5cccnc5)cc4)[C@@H]3C2)c1 | -6.27*
O=C(CC1CC1)N1CC(=O)N2[C@H](CO)[C@@H](c3ccc(C#Cc4cccc(F)c4)cc3)[C@H]2C1 | -2.1
CC(C)(C)[S@](=O)N1Cc2cc(C(=O)NCCN3CCCC3)nc(-c3cccc(-c4ccc(C#N)cc4)c3)c2[C@@H]1CCO | -0.524

Among those listed so far, these have a cyano group:
SMILES | IDE exosite inh
C/C=C/c1ccccc1[C@@H]1[C@@H](C#N)N(C(=O)NC2CCCCC2)[C@H]1CO | -1.96
CCCNC(=O)N1[C@H](CO)[C@@H](c2ccccc2-c2cccc(C)c2)[C@@H]1C#N | -0.82
CCCNC(=O)N1[C@@H](C#N)[C@H](c2ccc(C#Cc3ccc(F)cc3)cc2)[C@@H]1CO | 2.9
CC(C)C#Cc1ccc([C@H]2[C@@H](CO)N(C(=O)C3CC3)[C@H]2C#N)cc1 | -0.0433
COc1ccccc1-c1ccccc1[C@@H]1[C@@H](CO)N(C(=O)C2CCOCC2)[C@H]1C#N | -0.763
N#C[C@@H]1[C@@H](c2ccc(-c3ccccc3F)cc2)[C@H](CO)N1C(=O)C1CCOCC1 | 1.12
CC(C)C#Cc1ccc([C@H]2[C@@H](C#N)N(C(=O)c3ccccn3)[C@@H]2CO)cc1 | 2.87
COCC(=O)N1[C@H](CO)[C@H](c2ccc(C3=CCCCC3)cc2)[C@@H]1C#N | 0.217
COc1ccccc1C#Cc1ccc([C@H]2[C@@H](CO)N(C(=O)C3CCCCC3)[C@H]2C#N)cc1 | -5.06*
CC(C)(C)[S@](=O)N1Cc2cc(C(=O)NCCN3CCCC3)nc(-c3cccc(-c4ccc(C#N)cc4)c3)c2[C@@H]1CCO | -0.524

Source: PubChem (Broad Institute)
